Source: PubChem
Imprint erasure: qHTS Assay for Compounds that Induce Erasure of Genomic Imprints. Potency, µM (highest dose often 60.7 µM), without a hit: at the top dose activity change, positive = activation, actives largely listed as activators. actives 0.02% (n = 110,000). mouse ES Peg3-LacZ reporter, beta-gal luminescence, 40 h;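 further: 0% = negative control wells on the plate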
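Each well holds 300 Peg3LacZ-Neo (maternal) female ES cells incubated 40 h at 37C, 5% CO2. LacZ is measured by BetaGlo luminescence, with AC50 and maximum efficacy derived from dose-response curves.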
p53ts 39C tox: qHTS Screen for Compounds that Selectively Target Cancer Cells with p53 Mutations: Cytotoxicity of p53ts Cells at the Nonpermissive Temperature. H1299-p53A138V viability at 39C, ATP luminescence, 24 h. Potency, µM (top dose mostly 46.1 µM), for the others: top-dose activity change, negative = cell killing, usual class: cytotoxic. actives 1.5% (n = 130,000). AID 902, 2007; further: nearly all actives have a fitted effect of over 55% in size
p53ts 32C tox: qHTS Screen for Compounds that Selectively Target Cancer Cells with p53 Mutations: Cytotoxicity of p53ts Cells at the Permissive Temperature. H1299-p53A138V at 32C, ATP luminescence viability, 24 h. Potency, µM (highest dose often 46.1 µM), inactives show at the highest dose activity change, negative = cytotoxicity, hits mostly cytotoxic. actives 0.93% (n = 130,000);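 further: 0% = DMSO and -100% = full killing by reference compound; nearly all actives have a fitted effect of over 55% in size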
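Viability by ATPlite luminescence after 24 h compound treatment (up to 46 uM) at the permissive 32C. Cells are H1299 carrying p53 A138V. Scale runs from DMSO basal to 100 uM tamoxifen as full kill; AC50 from Hill fits.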
IkB signaling: IkB Signaling. ABC-DLBCL IkBa-CBG/CBR dual luciferase ratio, 4 h; response scale: scaled: untreated 0%, proteasome inhibitor 100%. Potency, µM (doses to about 57.1 µM), inactives show at the highest dose IkBa stabilization activation. actives 0.04% (n = 110,000); active means well fitted curve in the direction sought with a large enough effect in the signal ratio, not every such curve was filed as active; inconclusive means small, poorly fitted or top-dose-only effect, or a change in a side signal; the % refers to the signal ratio;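 further: the direction sought is a rising ratio; 0% = basal untreated cells and 100% = reference inhibitor full response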
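Curves were fitted separately to fusion (green), unfused (red) and ratio luminescence, then classed by r2, magnitude and activity. Cells: OCI-Ly3, 4 h compound plus doxycycline at 37C; 10 uM MG-132 defined full response.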
Starred values were filed as active, the others as inactive; ? = inconclusive; . = not tested or not shown; & = joins results of further samples; [ ] = another dose, or the depositor's remark. Unless noted, the call rests on the fitted dose curve; in most records, active means well fitted curve in the direction sought with a large enough effect; inconclusive means small, poorly fitted or top-dose-only effect, or another doubt; inactive means no such curve, though single readings can be large; an effect the other way counts as inactive or inconclusive. Unless noted, on the % scale 0 is the no-effect control and ±100 the full control effect; potency means the concentration at half of the fitted maximal effect. Outcome played no part in choosing rows. About 1.8% of those tested had a hit in this group.

SMILES | Imprint erasure | p53ts 39C tox | p53ts 32C tox | IkB signaling
Cc1ccc(C(=O)Nc2nc3c(s2)CCCC3)o1 | -10% | 12% | 8% | -2.0%
Cc1ccc(C)c2[nH]c(=O)c(CN(Cc3nnnn3C3CCCCC3)CC3CCCO3)cc12 (centres undefined) | -7% | -5% | -2% | ?
C=CCOc1ccc(CN(C)CC(=O)N(CC(C)C)c2c(N)n(CC(C)C)c(=O)[nH]c2=O)cc1 | -7% | 10% | 5% | 0.4%
COc1cccc(-c2cc(C(F)(F)F)nc(NCc3ccco3)n2)c1 | -1% | 1% | 21% | ?
O=C(Cc1cn2ccsc2n1)NCCc1ccc(F)cc1 | -3% | 2% | 9% | 0.3%
CCc1ccc(OCC(=O)NCCN(C)C)c(Br)c1 | -18% | -23% | -21% | -3.2%
O=C(COCc1cc(-c2ccc(F)cc2)on1)Nc1cc(F)ccc1F | 18%[10.9 µM] | 18% | -1% | ?
O=C(Nc1ccc2nc3n(c(=O)c2c1)CCCCC3)c1ccccn1 | -65%[inhibitor] | ? | ? | 1.8%
O=c1c(-c2cc(F)cc(F)c2)nc2cnc(N3CCNCC3)nc2n1CCc1ccccc1 | . | ? | -12% | 0.0%[11.4 µM]
Fc1ccc(CSc2nncn3c2cc2occc23)c(Cl)c1 | -13%[10.9 µM] | -26% | -6% | -2.4%
COCCCNC(=O)C(Cc1ccccc1)NS(=O)(=O)c1ccc2c(c1)c(=O)n(C)c(=O)n2C (centres undefined) | -3% | -3% | 1% | -0.7%
Cc1cc(C)c2c(n1)SCC(=O)N2CC(=O)Nc1ccc(C)c(C)c1 | 21%[10.9 µM] | ? | 7% | -1.0%
CCOc1ccc(C(C)=O)cc1COC(=O)C1=COCCO1 | -7% | -6% | 10% | 0.3%
Cc1ccc(-n2nnnc2-c2ccco2)cc1 | . | 1% | 1% | .
COCCNC(=O)C(=O)N/N=C/c1ccccc1C(F)(F)F | . | 10% | -10% | .
O=C(Nc1ccccc1O)c1cc(S(=O)(=O)N2CCOCC2)c(Cl)cc1Cl | -17% | -3% | 4% | ?
CCOC(=O)c1ccc(NC(=O)CSc2nnc(-c3cccs3)n2C)cc1 | -5% | 3% | 5% | -1.5%
COc1ccccc1NC=C1C(=O)OC2(CCCCC2)OC1=O | -10% | 4% | 2% | -1.8%
N#C/C(=C\c1ccc(O)c(O)c1)C(=O)Nc1ccccc1 | -62%&-59%[inhibitor] | ? | ? | ?
CCOc1ccc(N(CC(=O)Nc2ccc3c(c2)OCO3)S(=O)(=O)c2ccccc2)cc1 | -9%[10.9 µM] | -19% | -9% | ?
[O-][n+]1c2ccc3nonc3c2nn1-c1ccccc1Cl | . | 1% | 3% | .
CC(C)=CCCC(C)CN(C)CCc1ccccn1 (centres undefined) | -15% | -7% | -1% | -1.4%
O=C(Cn1ncc2ccsc2c1=O)N1CCN(c2ccccc2)CC1 | 7%[10.9 µM] | -5% | 4% | -1.8%
C=C(C)c1cccc(C(C)(C)NC(=O)NCC2CCCO2)c1 (centres undefined) | -8% | 8% | -5% | 0.2%
COC(=O)c1sccc1NC(=O)c1csc(C)c1 | -10% | -5% | 1% | -0.7%
O=c1cc(NC2CCCCCC2)[nH]c(=O)[nH]1 | 1% | 4% | 4% | -0.3%
Cc1ccc(-n2nc(CO)c(C(=O)NCc3cccnc3)n2)cc1C | -10%[10.9 µM] | -27% | -11% | 0.2%
CCOc1ccc2nc(-c3ccc(OC)c(OC)c3)cc(C(=O)O)c2c1 | -20% | 2% | 4% | 0.9%
Nc1cccc2c(=O)[nH][nH]c(=O)c12 | -4% | 3% | 3%[1.84 µM] | -1.7%
Nc1c(C(=O)c2ccccc2)sc(Nc2ccccc2)c1S(=O)(=O)c1ccccc1 | . | 2% | 19% | .
CCOC(=O)c1ccc(NC(=O)Cn2nnc(-c3ccccc3C)n2)cc1 | -17% | -24% | -9% | 0.8%
COc1ccc(Cn2c(C(=O)O)c(CNCc3cccc(OC)c3)c3ccc(C)cc32)cc1 | 6%[10.9 µM] | ? | -20% | ?
COc1ccc(CNC(=O)COC(=O)c2n[nH]c3ccccc23)cc1 | -6% | -8% | 3% | ?
CCOc1ccc(-c2ncnn2-c2sc3c(c2C#N)CCCCC3)cc1 | -13%[10.9 µM] | -7% | -21% | -0.7%
Clc1ccc(CCNC(c2nnc(-c3ccccc3)o2)c2ccccc2Cl)cc1 (centres undefined) | -14%[10.9 µM] | 7% | 8% | 12%
Fc1ccc(-n2ncc3c(Nc4cccc(Cl)c4)ncnc32)cc1 | -16%[10.9 µM] | ? | 10% | ?
Cc1cc(C(N)=O)c2ccccc2n1 | 11% | -8% | -2% | 0.2%
COCCCNC(=O)CN1C(=O)CSc2ccc(S(=O)(=O)N3CCOCC3)cc21 | -9%[10.9 µM] | -16% | 8% | -0.3%
COc1cccc(-c2cc3nc4c(c(N5CCC6(CC5)OCCO6)n3n2)CCCC4)c1 | -19% | 4% | -1% | ?
CC(=O)Nc1ccc(S(=O)(=O)c2ccc(N)cc2)cc1 | -8% | -6% | 8% | 0.1%
CCC(C(=O)OC)n1cnc2c(cnn2-c2ccc(Cl)cc2)c1=O (centres undefined) | -7% | -9% | 9% | -0.6%
CCC1=C2CC[C@H]3C(=O)N(CC(=O)OC)C(=O)[C@H]3[C@H]2[C@@]2(C)C(=NCCc3c[nH]c4ccccc34)OC(=O)N2C1=O | -1% | -1% | 2% | .
COc1cc(OC)c(OC)cc1CN(C)CCc1ccccn1 | -6% | 9% | 3% | 0.1%
CCOc1ccc(N(CC(=O)Nc2ccccc2CC)S(=O)(=O)c2c(C)noc2C)cc1 | -11%[10.9 µM] | -17% | 4% | 0.7%
O=C(CSc1nnnn1C1CCCCC1)Nc1cccc(NC(=O)c2ccco2)c1 | -26% | -7% | 2% | ?
COc1ccc(N2CCN(c3nc4c(c(=O)n(C)c(=O)n4C)n3CCCc3ccccc3)CC2)cc1 | 2% | 6% | 5% | 0.2%
Cc1ccc(S(=O)(=O)Cc2ccc(C(=O)N3CCN(c4cccc(Cl)c4)CC3)o2)cc1 | -14%[10.9 µM] | -9% | 10% | ?
Cc1noc(C)c1COC(=O)CN(C)S(=O)(=O)c1ccc(Cl)cc1 | -3% | -18% | 4% | 0.7%
Cc1noc(C)c1-c1nc(NCCN2CCOCC2)c2ccccc2n1 | -13% | -11% | 10% | 3.0%[11.4 µM]
COc1cccc(C(=O)COC(=O)C(C)N2C(=O)c3ccccc3C2=O)c1 (centres undefined) | 3% | 11% | -3% | -0.3%
COC(=O)[C@@]1(Cc2ccc(F)cc2)[C@H]2c3cc(C(=O)N4CCCC4)n(Cc4cccc5ccccc45)c3C[C@H]2CN1C(=O)c1ccccc1 | -13% | -3% | 17% | .
O=C(CSc1ccccc1)N1CCc2c([nH]c3ccccc23)C1c1ccc(F)cc1 (centres undefined) | 7%[10.9 µM] | 8% | 23% | ?
O=C1CC(N2CCN(Cc3ccccc3)CC2)C(=O)N1CCc1ccccc1 (centres undefined) | -18% | 7% | -4% | 0.3%
Cn1c(SCc2c(Cl)cccc2Cl)nnc1-c1cccs1 | -11% | -17% | -9% | 0.7%
CNS(=O)(=O)c1ccc(Oc2ccc(S(=O)(=O)NC)cc2)cc1 | -10% | -8% | -7% | -0.3%
CC(C)(C)NC(=O)Cn1nnc(-c2cccs2)n1 | -23% | 2% | 15% | 2.4%
CCCc1nc(SCC(=O)N2CCCc3ccccc32)c2c(=O)n(C)c(=O)n(C)c2n1 | -26% | ? | -28% | -0.8%
O=C(CCN1C(=O)c2ccccc2C1=O)N1CCN(Cc2ccccc2)CC1 | . | 4% | 1% | .
COc1ccc2[nH]c(C)c(CCN3C(=O)C4CC=CCC4C3=O)c2c1 (centres undefined) | -9% | -1% | -15% | 2.9%
O=C(Nc1ccccc1)N1CCC2(CC1)CCN(C(=O)c1ccco1)CC2 | . | 0% | -6% | 1.7%[11.4 µM]

(further entries)
SMILES | Imprint erasure | p53ts 39C tox | p53ts 32C tox | IkB signaling
CCc1cccc(NC(=O)Cn2c(=O)n(CC3CCC(C(=O)NC)CC3)c(=O)c3sccc32)c1 (centres undefined) | -12%[10.9 µM] | -12% | 3% | ?
Cc1ccc(S(=O)(=O)Cc2ccc(C(=O)NCCc3ccc(Cl)cc3)o2)cc1 | 6%[10.9 µM] | 19% | -10% | ?
COc1ccc(-c2c(C)nn3c(C(F)(F)F)cc(-c4ccc(C)cc4)nc23)cc1 | -10%[10.9 µM] | 7% | 0% | 1.0%
Cc1ccc(-n2c(=O)c3oc4ccccc4c3n(Cc3ccccc3F)c2=O)cc1C | -8%[10.9 µM] | 27% | -1% | -1.2%
Nc1nc(N)c2[nH]cnc2n1 (tested in a mixture with another compound) | -7%[10.9 µM] | 11%[9.22 µM] | 2%[9.22 µM] | 1.2%[11.4 µM]
CCOc1ccccc1C(=O)N(C)Cc1cc2cc(OC)ccc2[nH]c1=O | -3% | -15% | 2% | -1.3%
O=C(CSc1nc2ccccc2c2nc(-c3ccccc3)nn12)Nc1ccc(Br)cc1 | ? | 32%[activator] | 4% | 0.6%
COc1ccccc1OCC(=O)c1[nH]c(C)c(C(C)=O)c1C | -17% | -22% | -7% | ?
O=C(Cn1c(=O)n(Cc2ccco2)c(=O)c2ccc(C(=O)NC3CCCC3)cc21)Nc1ccc(F)cc1 | 8%[10.9 µM] | -5% | 1% | 1.3%
Cc1nc2c(c(C)nn2-c2ccccc2)c(C)c1CCC(=O)NCCc1ccc(Cl)cc1 | -14%[10.9 µM] | ? | -6% | ?
Cc1cc(O)c(C(C)C)cc1NC(=O)Cn1nc(C)c2ccccc2c1=O | -5% | -8% | -21% | 4.4%
CCOC(=O)c1cccc(NC(=O)CCn2c(-c3ccc(F)cc3)cc(C(=O)OCC)c2C)c1 | -15%[10.9 µM] | 5% | 6% | 0.7%

Entries from the list above containing a COOH group:
SMILES | Imprint erasure | p53ts 39C tox | p53ts 32C tox | IkB signaling
CCOc1ccc2nc(-c3ccc(OC)c(OC)c3)cc(C(=O)O)c2c1 | -20% | 2% | 4% | 0.9%
COc1ccc(Cn2c(C(=O)O)c(CNCc3cccc(OC)c3)c3ccc(C)cc32)cc1 | 6%[10.9 µM] | ? | -20% | ?

New compounds follow:
SMILES | Imprint erasure | p53ts 39C tox | p53ts 32C tox | IkB signaling
Cc1cccc(NC(=O)c2cc3c(=O)n(Cc4ccco4)ccc3nc2C)c1 | -3%[10.9 µM] | -4% | 5% | ?
CCc1ccc(CNC(=O)c2cc3c(=O)oc4ccc(C)cc4c3s2)cc1 | -3%[10.9 µM] | -8% | 5% | -4.0%
COc1ccc(CNc2ncncc2-c2c(C)noc2C)c(OC)c1 | 0% | 3% | 8% | 2.1%[11.4 µM]
Cc1occc1-c1nnc(SCC(=O)NC(C)(C)C)n1C(C)c1ccccc1 (centres undefined) | -8% | 3% | -2% | 3.3%
Cc1cccc(C)c1NC(=O)CSc1nc(-c2ccccc2)nc2c1Cc1c(CO)cnc(C)c1O2 | -7%[10.9 µM] | -1% | 3% | -1.5%
O=Cc1ccc(Cl)c(Cl)c1 | -7% | -2% | 1%[1.84 µM] | 0.2%
COc1ccc(S(=O)(=O)CCC(=O)NCCc2ccc(S(N)(=O)=O)cc2)cc1 | -9% | -2% | 1% | 1.7%
CCOc1ccc(CC(=O)N2CCc3cc(OC)c(OC)cc3C2COc2ccc3c(C)cc(=O)oc3c2)cc1 (centres undefined) | -11%[10.9 µM] | -24% | 0% | -1.8%

Shown with each value named: three of the compounds above
Cc1cccc(C)c1NC(=O)CSc1nc(-c2ccccc2)nc2c1Cc1c(CO)cnc(C)c1O2
  Imprint erasure = -7%[10.9 µM]
  p53ts 39C tox = -1%
  p53ts 32C tox = 3%
  IkB signaling = -1.5%
O=Cc1ccc(Cl)c(Cl)c1
  Imprint erasure = -7%
  p53ts 39C tox = -2%
  p53ts 32C tox = 1%[1.84 µM]
  IkB signaling = 0.2%
COc1ccc(S(=O)(=O)CCC(=O)NCCc2ccc(S(N)(=O)=O)cc2)cc1
  Imprint erasure = -9%
  p53ts 39C tox = -2%
  p53ts 32C tox = 1%
  IkB signaling = 1.7%
